Bioassay records from PubChem.
bub3: NCI yeast anticancer drug screen, S. cerevisiae bub3 mutant strain. growth inhibition, % at 50 µM. 78,000 compounds, 9.9% hits. AID 167;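 note: 0% = growth of vehicle-only cultures of the same strain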
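Yeast carrying a defined mutation is treated with each compound, and growth is compared with that of vehicle-exposed cells to give inhibition.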
sgs1 mgt1: NCI yeast anticancer drug screen, S. cerevisiae sgs1 mgt1 strain. AID 161. % growth inhibition at 50 µM. 78,000 compounds, 10% hits;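 note: 0% = growth of vehicle-only cultures of the same strain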
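This yeast growth screen uses a strain with defined DNA-repair lesions; compound-treated growth is compared with vehicle-treated growth.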
yeast mlh1 rad18: NCI yeast anticancer drug screen, S. cerevisiae mlh1 rad18 strain. 79,000 compounds, 11% hits. % growth inhibition at 50 µM. AID 175;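 note: 0% = growth of vehicle-only cultures of the same strain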
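Vehicle-treated cultures served as the reference for growth inhibition in a yeast strain carrying DNA damage repair alterations exposed to each compound.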
rad50: NCI yeast anticancer drug screen, S. cerevisiae rad50 strain. % growth inhibition at 50 µM. 79,000 compounds, 10% hits;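 note: 0% = growth of vehicle-only cultures of the same strain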
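Cells are treated with compound, grown, and their growth is then scored against vehicle-only cultures of the same repair-deficient yeast strain.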
yeast mec2-1: NCI yeast anticancer drug screen, S. cerevisiae mec2-1 strain; growth inhibition, % at 50 µM; 79,000 compounds, 9% hits; AID 157;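 note: 0% = growth of vehicle-only cultures of the same strain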
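Vehicle-treated cultures served as reference for growth inhibition of compound-exposed mec2-1 yeast.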
yeast cln2 rad14: NCI yeast anticancer drug screen, S. cerevisiae cln2 rad14 strain; AID 165; 78,000 compounds, 8.3% hits; % growth inhibition at 50 µM;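 note: 0% = growth of vehicle-only cultures of the same strain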
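Compounds are applied to the cln2 rad14 yeast strain, and growth is then compared with that of vehicle-treated cultures to give inhibition.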
Numbers without * were called inactive; . = not tested or not shown. Cut-off read from the data, not from the text of the source: active = growth inhibition above about 70%; inactive = the rest.

SMILES	bub3	sgs1 mgt1	yeast mlh1 rad18	rad50	yeast mec2-1	yeast cln2 rad14
NNc1cn[nH]c(=O)c1Cl	-4	-10	-26	-17	-28	4
COC1=CC(=O)C(C2OC(=O)C(Cl)=C2Cl)=CC1=O (centres undefined)	17	-2	13	8	7	-11
Cc1cc(Cl)ccc1NC(=O)C1C(=O)N(c2ccc(Cl)cc2C)C(=O)/C1=N\N (centres undefined)	-9	10	10	1	-31	-19
CCCCCCCCCCN(CCCCCCCCCC)CC(O)c1cc(-c2ccccc2)nc2ccccc12 (centres undefined)	27	39	55	36	22	-18
CCOC(=O)C(=CNC(=S)Nc1cc(C)ccc1C)C(=O)OCC	-17	-14	-2	-13	-38	-19
CNC(=O)NC(c1ccc(F)cc1)c1cc2c(cc1O)OCO2 (centres undefined)	-2	-2	12	-2	-16	13
OCCOc1ccc(-c2cc(-c3ccccn3)nc(-c3ccccn3)c2)cc1	47	43	77*	58	46	45
O=C(CCCN1CCC2(CC1)NC(=O)c1ccccc1O2)c1ccc(F)cc1	37	56	22	24	11	49
C(=NC12CC3CC(CC(C3)C1)C2)C1CCCCC1	5	0	-2	-17	-25	3
COc1ccc(C(=O)C(=O)c2ccccc2Cl)cc1	18	10	11	11	15	13
[O-]c1ccccc1/C=N/C(/N=C/c1ccccc1[O-])c1ccccc1O.[O-]c1ccccc1/C=N/C(/N=C/c1ccccc1[O-])c1ccccc1O.[Zr+4]	14	-2	2	1	6	.
CCN(CC)CCNc1cc(C)nc2c1ccc1c2ccc2c(NCCN(CC)CC)cc(C)nc21	96*	54	96*	62	98*	93*
CC(C)CC(C)Cc1ccncc1 (centres undefined)	-2	25	-5	0	2	12
N#CC(c1ccccc1)N1CCCN(C(C#N)c2ccccc2)C1c1ccccc1O (centres undefined)	18	-7	13	31	-9	18
CC(=O)C(C(C)=O)[N+](=O)[O-].CC(=O)C(C(C)=O)[N+](=O)[O-].[Cu]	24	-7	11	17	-3	-40
CN1c2ccccc2S(=O)(=O)n2c(COc3ccc(Cl)cc3)nnc21	3	2	3	-3	4	12
CCCCN(CCCC)C1=Nc2ccccc2-n2c(nnc2C(=O)OCC)C1	52	23	50	24	44	15
CN(C)CCOc1ccc(/C=C2\CCc3ccccc3C2=O)cc1	33	68	57	54	32	1
O=C1OC(c2ccc([N+](=O)[O-])cc2)=N/C1=C\c1cc(Br)ccc1O	50	50	35	53	28	64
CC1(C)C=C(C(Br)c2cccc(Cl)c2)C(=O)c2ccccc21 (centres undefined)	99*	100*	99*	98*	100*	99*

One compound at a time (already shown). Screens in order: bub3	sgs1 mgt1	yeast mlh1 rad18	rad50	yeast mec2-1	yeast cln2 rad14
Shown for CCN(CC)CCNc1cc(C)nc2c1ccc1c2ccc2c(NCCN(CC)CC)cc(C)nc21 = 96*	54	96*	62	98*	93*
Shown for CCCCCCCCCCN(CCCCCCCCCC)CC(O)c1cc(-c2ccccc2)nc2ccccc12 (centres undefined) = 27	39	55	36	22	-18
Shown for CNC(=O)NC(c1ccc(F)cc1)c1cc2c(cc1O)OCO2 (centres undefined) = -2	-2	12	-2	-16	13
Shown for CCCCN(CCCC)C1=Nc2ccccc2-n2c(nnc2C(=O)OCC)C1 = 52	23	50	24	44	15
Shown for O=C1OC(c2ccc([N+](=O)[O-])cc2)=N/C1=C\c1cc(Br)ccc1O = 50	50	35	53	28	64

Next part:
SMILES	bub3	sgs1 mgt1	yeast mlh1 rad18	rad50	yeast mec2-1	yeast cln2 rad14
Cc1ccc2c(c1-c1c(C)ccc3c1C(=O)c1ccccc1C3=O)C(=O)c1ccccc1C2=O	-12	-4	4	-17	-13	-1
Oc1ccc(-c2nc3ccccc3nc2-c2ccc(O)cc2O)c(O)c1	-5	15	0	-1	-14	-10
CN(C)C[C@H]1C2C=CC(C2)[C@@H]1CO (some centres undefined)	4	10	-14	4	13	8
CC12CC(C(=O)O)C3(O)CC(C)(C1)CC(C)(C2)C3 (centres undefined) (tested in a mixture with another compound)	36	28	41	44	42	48
O=c1nc(NC2CC2)ccn1C1OC(CO)C(O)C1O (centres undefined)	4	-1	-21	-4	-4	0
O=c1[nH]cncc1F	-5	-19	-19	-15	-30	-20
Clc1cc2ccccc2c(Cl)n1	6	-3	-11	16	1	-42
COc1c(I)c(OC)c2c(c1I)O[C@@H]1OCC[C@H]21	45	22	-7	38	9	37
O=NNc1ccc(-c2ccccc2)cn1	12	38	40	44	15	16
CCOC(=O)/C=C1/C(=O)OC2C1OC1OC(C)(C)OC12 (centres undefined)	26	57	55	6	35	-15
O=C1CCC2CCc3cccc1c32 (centres undefined)	-19	-12	3	0	-8	-19
C/C1=C/C(C)C(O)C(O)C(=O)C2(C)CNC3=C(O2)C(=O)c2c(cc(C)c(O)c2C1=O)C3=O (centres undefined)	30	45	8	33	19	29
CC(C)(C)C(=O)C(C(c1ccccc1)N1CCOCC1)N1CCOCC1 (centres undefined)	6	-34	-11	22	-6	-17
CN(C)c1ccc(/C=C(\C#N)c2ccc(F)cc2F)cc1	-5	-3	-24	0	-3	-9
CC(C)NC1(N(C)C)N=C(N(C)C)N=C(N(C)C)O1 (centres undefined)	10	3	-1	-4	-3	27
Cc1ccc(S(=O)(=O)OCCN(C)S(=O)(=O)c2ccc(C)cc2)cc1	7	-4	17	10	-1	13
O=C1/C(=C\c2ccnc3ccccc23)SC(=S)N1c1ccccc1	7	15	52	2	18	-13
O=C1CN(CCN2CCCCC2)CC(=O)N2CCCCN12	-6	-9	-11	-32	-7	9
CC1(C)C(=O)/C(=C/c2ccccc2N)Cc2ccccc21	19	5	13	0	0	32
C=CCOCC(CCl)OC(=O)C(C)C (centres undefined)	1	-13	-20	-5	-12	-10
C=CCOc1ccccc1C	-22	-1	-15	-22	-30	8
C=C1C(=O)C23C(O)CC4C(C)(C)[C@@H](OC(C)=O)CCC4(C)[C@]2(O)CCC1[C@@H]3O (some centres undefined)	70*	45	67	47	49	40
CC1(CCl)C(=O)C=Cc2ccccc21 (centres undefined)	5	-5	-3	6	1	-7
C=CCC(C)C(=O)CCC(=O)c1ccc2cc(OC)ccc2c1 (centres undefined)	28	1	-9	-6	-29	0
NNC(=O)CC(=O)N(C(=O)c1ccccc1)c1ccc(Cl)cc1	14	18	2	-6	-29	7
Oc1cc2c(cc1C(c1ccc(Cl)cc1)N1CCCCC1)OCO2 (centres undefined)	11	1	6	10	-2	-6
Cc1ccc(NC(=O)CC/C(CC(=O)C(C)(C)C)=N\Nc2ccc([N+](=O)[O-])cc2[N+](=O)[O-])cc1C	8	-12	-18	19	-4	4
CN(C)c1ccc(S(=O)(=O)Cl)cc1[N+](=O)[O-]	2	-10	-8	-9	-1	-11
CCOC(=O)C(SC(Cl)(S(=O)(=O)c1ccccc1)S(=O)(=O)c1ccccc1)C(=O)OCC	-13	-5	-15	2	10	-9
CCn1c(C)cc(=O)n1-c1ccc([N+](=O)[O-])cc1	50	25	69	51	17	24
O=C(c1ccccc1)N1CC2CCC1CN2C(=O)c1ccccc1	43	4	-8	16	15	7
N=C(/C(=C/c1ccccc1)c1ccccc1)c1ccccc1	99*	99*	98*	98*	99*	98*
COC(=O)C(O)C(O)C(O)C(O)C(=O)OC (centres undefined)	11	11	13	2	17	-6
CNCCC(Oc1ccccc1OC)c1ccccc1 (centres undefined)	5	-1	19	30	9	11
CC(=O)NC1CCC(Cc2ccccc2)CC1 (centres undefined)	-22	-11	-4	6	-8	-93
N=S(=O)(c1ccccc1)c1ccccc1[N+](=O)[O-] (centres undefined)	20	56	57	41	18	50
COc1ccccc1NC(=O)C1=C(C)NC(C)=C(C(=O)Nc2ccccc2OC)C1c1cccc2ccccc12	7	-18	0	28	-2	29
COc1ccc(CC(C(=O)NN)S(=O)(=O)NC(C)(C)C)cc1OC (centres undefined)	4	17	16	32	7	18
CCC(C)(O)CC(C)C (centres undefined)	-13	-17	10	5	-9	4
C=CCn1c(C23CC4CC(CC(C4)C2)C3)n[nH]c1=S	4	-8	-26	28	38	19
O=C1CCC(c2nc3ccccc3[nH]2)N1Cc1cccs1 (centres undefined)	-7	-10	-9	-29	-37	-22
COc1cccc(CN2CCCN(Cc3cccc(OC)c3O)C2c2ccccc2)c1O	1	2	12	22	3	-6
CCOC(=O)CN(Cn1cncn1)Cn1cncn1	-43	22	11	26	6	-30
Cc1cc2c(=O)c3ccccc3oc2c(C#N)c1C	18	9	17	20	8	-15
CCCN(CCC)C(=O)C(=O)OCC	-4	1	0	10	1	-2
Cc1cc2c(cc1Cl)SC(NNC1=NCCN1)=NS2(=O)=O	-18	-20	10	-23	-9	-2
COc1ccc(NC(=S)Nc2ccc(OC)cc2)cc1	24	15	2	8	-16	1
CCCCC(C(=O)OCC)C(=O)OCC	-3	-6	-3	6	4	-53
CCN(C(=S)Nc1cccc(OC)c1)c1ccccc1	-17	18	-7	-17	-37	-1
Cc1cc(=O)oc2cc(O)c(CN(C)CC(=O)O)cc12	-1	-33	16	-3	-11	22
NC(CO)C(O)C(O)C(O)CO (centres undefined)	2	3	0	7	4	7
CCOC(CCC#N)c1ccc(Cl)cc1 (centres undefined)	-21	4	7	2	-4	11
Cc1nc(N)nc(-c2ccccc2)c1N=Nc1ccccc1Br	-1	4	12	6	0	-7
CC(C)CCOCC(O)CNCCN (centres undefined)	-1	-15	12	13	2	5
Cc1cc2c(=O)cc(-c3ccc([N+](=O)[O-])cc3)oc2c(C#N)c1C	-3	4	25	7	-7	23
COc1ccc(N2C(=O)C(C#N)=C(SC)C(C#N)C2=O)cc1 (centres undefined)	-23	-19	-18	-22	-12	4
CCN(CC)CCOc1c(Cl)c(Cl)c(Cl)c(Cl)c1Cl	64	87*	72*	72*	57	48
CCc1nc2c(cnn2C)c(=O)n1-c1ccccc1	11	-1	8	-5	-6	4
CCOC(=O)CSc1nc(N)c2c(-c3ccccc3)c3c(nc2n1)CCCC3	22	11	18	-23	11	33
CN(C)CC(O)c1cc(-c2ccc(Cl)cc2)nc2c(Cl)cc(Cl)cc12 (centres undefined)	99*	100*	99*	99*	99*	99*

Four entries from above, with each value named.
> Cc1cc2c(cc1Cl)SC(NNC1=NCCN1)=NS2(=O)=O
- bub3 = -18
- sgs1 mgt1 = -20
- yeast mlh1 rad18 = 10
- rad50 = -23
- yeast mec2-1 = -9
- yeast cln2 rad14 = -2

> COc1ccc(NC(=S)Nc2ccc(OC)cc2)cc1
- bub3 = 24
- sgs1 mgt1 = 15
- yeast mlh1 rad18 = 2
- rad50 = 8
- yeast mec2-1 = -16
- yeast cln2 rad14 = 1

> CCCCC(C(=O)OCC)C(=O)OCC
- bub3 = -3
- sgs1 mgt1 = -6
- yeast mlh1 rad18 = -3
- rad50 = 6
- yeast mec2-1 = 4
- yeast cln2 rad14 = -53

> CCN(C(=S)Nc1cccc(OC)c1)c1ccccc1
- bub3 = -17
- sgs1 mgt1 = 18
- yeast mlh1 rad18 = -7
- rad50 = -17
- yeast mec2-1 = -37
- yeast cln2 rad14 = -1

Further records
SMILES	bub3	sgs1 mgt1	yeast mlh1 rad18	rad50	yeast mec2-1	yeast cln2 rad14
CCCC1(c2ccccc2)CC(=O)NC1=O (centres undefined)	33	25	21	18	12	11
CCOC(=O)/C=C\C(=O)O	-20	4	1	1	-16	-8
C/C(CC(=O)Nc1cccc(Cl)c1C)=N\NC(N)=S	-14	-12	-16	3	-17	4
CC1CCCN(c2cc(N(C)C)c([N+](=O)[O-])cc2F)C1 (centres undefined)	72*	38	38	32	12	52
CSC(SC)c1cc(-c2c(Cl)cccc2Cl)no1	60	-1	28	11	31	39
CCCCCCCCCCCCCCCC[NH][Ge]([NH]CCCCCCCCCCCCCCCC)([NH]CCCCCCCCCCCCCCCC)[NH]CCCCCCCCCCCCCCCC	87*	90*	87*	87*	91*	89*
O=C(Nc1cc2ccccc2cc1C(=O)O)Nc1cccc2ccccc12	20	33	30	10	7	6
CC(Sc1nc2ccc(Cl)cc2[nH]1)C(=O)O (centres undefined)	13	-1	-4	-12	-4	-17
COc1ccc(OC)c2[nH]c(Sc3c([N+](=O)[O-])ncn3C)nc12	-15	-15	-8	-6	-14	9
COC(=O)/C(C#N)=C(\C)CC(C)C	-24	-20	-9	13	-17	-4
CC(=O)c1ccc2c(C(C)=O)ccc3c2c1CC3	-12	19	33	0	14	31
O=C1OC(=O)c2c1ccc1ccccc21	1	7	15	-6	-22	-8
CCCCOC(=O)C(=O)OCCCC	21	4	17	14	-3	15
O=C(O)c1ccc(NC(NC(=O)C(C(F)(F)F)C(F)(F)F)(C(F)(F)F)C(F)(F)F)cc1	11	9	14	20	14	1
Cc1cc2occ(S(=O)(=O)NC(=O)Nc3ccc(Cl)cc3)c(=O)c2c(=O)o1	12	-2	15	9	-3	6
Cc1ccc(S(=O)(=O)OC2CSS(=O)CC2OS(=O)(=O)c2ccc(C)cc2)cc1 (centres undefined)	-1	4	21	13	-3	19
CCCCCN(CCCCC)CC(O)c1cccc2cc(Cl)ccc12 (centres undefined)	100*	100*	100*	100*	100*	99*
